SENP8 inh: SENP8 (human) protease inhibition | recombinant SENP8, Nedd8 substrate fluorescence | 0.64% of 360,000 active | AID 602440 | Q96LD8 | inhibition, % at 20 µM; in the data active = inhibition mostly above about 40%, no sharp cut-off; inactive = mostly below about 27%
ATG4B inhibitor: ATG4B (human) cysteine protease inhibition; 0.51% of 340,000 active; inhibition, % at 8.33 µM; Q9Y4P1; ATG4B cleavage of LC3-PLA2, NBD-HPC fluorescence, 1 h; AID 504462; in the data active = inhibition above about 40%
Target sequence (Q9Y4P1 whole entry, looked up): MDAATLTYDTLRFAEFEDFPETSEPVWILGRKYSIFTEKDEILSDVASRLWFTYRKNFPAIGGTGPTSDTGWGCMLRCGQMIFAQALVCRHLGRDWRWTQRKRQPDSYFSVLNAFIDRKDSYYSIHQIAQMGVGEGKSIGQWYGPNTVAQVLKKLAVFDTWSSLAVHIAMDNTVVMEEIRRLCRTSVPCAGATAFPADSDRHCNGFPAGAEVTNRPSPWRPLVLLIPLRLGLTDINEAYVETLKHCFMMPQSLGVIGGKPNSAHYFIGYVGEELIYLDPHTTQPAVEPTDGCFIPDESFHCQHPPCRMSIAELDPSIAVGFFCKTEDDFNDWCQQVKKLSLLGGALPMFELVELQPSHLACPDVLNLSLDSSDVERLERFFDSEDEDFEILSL
MPTP inh: inhibitors of mitochondrial permeability transition pore | isolated mouse mitochondria, Ca2+ swelling absorbance, 30 min | inhibition, % at 10 µM | 1.4% of 360,000 active | AID 602449;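 active = inhibition of 50% or more, scaled per plate between neutral and stimulator controls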;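 note: 0% = DMSO wells given calcium and 100% = 1 mM EGTA wells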
hIAP act: human IAP activation; 0.16% of 330,000 active; P09923; activation factor at 10 µM; purified human IAP, CDP-Star luminescence, 30 min; stronger effect = higher value; 1 = vehicle-only enzyme, 0 = enzyme-free background;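 active = activation factor of the enzyme at least 2-fold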; note: the source names both 10 and 20 µM as test concentration; values of inactives mirror those of a sister screen read the other way
Target sequence (P09923 whole entry, looked up): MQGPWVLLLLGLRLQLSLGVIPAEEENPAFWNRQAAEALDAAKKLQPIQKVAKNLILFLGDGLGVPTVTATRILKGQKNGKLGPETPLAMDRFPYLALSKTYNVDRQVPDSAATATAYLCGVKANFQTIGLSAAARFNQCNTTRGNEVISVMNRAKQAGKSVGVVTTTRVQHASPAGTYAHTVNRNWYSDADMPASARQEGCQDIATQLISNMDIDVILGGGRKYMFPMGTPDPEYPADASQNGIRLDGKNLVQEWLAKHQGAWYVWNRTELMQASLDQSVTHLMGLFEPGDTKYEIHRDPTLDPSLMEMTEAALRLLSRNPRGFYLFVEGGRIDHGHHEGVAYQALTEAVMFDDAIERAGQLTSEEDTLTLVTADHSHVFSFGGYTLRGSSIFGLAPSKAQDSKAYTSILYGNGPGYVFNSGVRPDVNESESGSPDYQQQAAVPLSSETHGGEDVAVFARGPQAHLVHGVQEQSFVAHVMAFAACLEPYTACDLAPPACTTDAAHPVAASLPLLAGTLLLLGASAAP
PfGluPho inh: PfG6PD (Plasmodium falciparum) enzyme inhibition; PfGluPho enzyme, NADPH resazurin-diaphorase fluorescence; inhibition, % at 20 µM; 0.78% of 350,000 active;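 active = inhibition reaching at least a set limit at 20 µM in the primary screen, cut at about 59% in these data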;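 note: 0% = DMSO wells with substrate and 100% = DMSO wells lacking glucose-6-phosphate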
SENP1 inh: SENP1 (human) catalytic domain inhibition. inhibition, % at 10 µM. 0.21% of 360,000 active. AID 624204. recombinant SENP1 catalytic domain, CyPet-SUMO1-YPet FRET cleavage. Q9P0U3;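 active = inhibition at least 30% at 10 µM, raw YFP signal under a set limit, fluorescence ratio 0.5 to 1.5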;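 note: 0% = enzyme with DMSO and 100% = no enzyme wells; some results filed as inactive read as strong as hits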
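Test system: recombinant human SENP1 catalytic domain, His6-tagged / Medium: pH 8 Tris buffer with EDTA, NaCl, BME, BSA, NP40, catalase / Also added: SUMO1 FRET substrate flanked by Cypet and Ypet, 25 nM / Times: 50 min reaction at room temperature / Signal: FRET, CFP and YFP emission / Control set: no-enzyme low control and enzyme-plus-DMSO high control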
NR3A LBD binder: NR3A (human) ligand-binding domain modulation. NR3A LBD differential scanning fluorimetry, Tm shift; 0% = protein alone, 100% = glycine-bound protein. Tm shift relative to glycine control, % at 25 µM. 2.5% of 340,000 active;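 active = melting temperature shift of at least 10% of the positive control shift, at one fixed dose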
SENP6 block: inhibitors of human SENP6 protease. Q9GZR1. Recombinant SENP6 catalytic domain, aminoluciferin luminescence. inhibition, % at 10 µM. 1.8% of 330,000 active. AID 2599;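 active = inhibition above about 50% at the single tested dose, limit read from the data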;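 note: plate controls were DMSO wells with enzyme for no effect and DMSO wells lacking enzyme for full effect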
* = called active by the depositor; i = inactive; . = not tested or not shown. Rows were taken by chance. About 6.7% of those tested had a hit in this group.

SMILES	SENP8 inh	ATG4B inhibitor	MPTP inh	hIAP act	PfGluPho inh	SENP1 inh	NR3A LBD binder	SENP6 block
Cc1nn(C(C)C(=O)N2CCCCC2)c(=O)c2c1sc1ccccc12 (stereo not given)	-8	-1	-3.3	0.98	2	3	3	-9
CN1C(=O)[C@@H]2[C@@H]3C[C@@H]([C@H]4ON=C(c5ccccc5OCC#N)[C@@H]34)[C@@H]2C1=O	22	-8	-0.2	1	-2	3	0	-9
CC(C)N=C1NN=C(c2cccs2)CS1	9	-6	-1.7	0.95	-12	0	-1	-5
CN(C)S(=O)(=O)c1cccc(NC(=O)c2ccc3c(c2)OCCO3)c1	-4	-6	-0.9	1.2	1	1	1	-9
Cc1ccc(C2(CCNS(=O)(=O)c3ccc(C)cc3)CCOC(C(C)C)C2)cc1 (stereo not given)	-3	-6	6.6	1.1	30	0	-5	-18
CCNC(=O)CC1C(=O)N(c2ccc(C)cc2)C(=O)N1CCc1sccc1C (stereo not given)	3	0	0.3	0.97	13	0	4	7
CCCCn1c(N)c(N(CCOC)C(=O)COC(=O)CNC(=O)c2ccc(Cl)c(Cl)c2)c(=O)[nH]c1=O	3	-33	-1.3	.	-7	0	-1	.
O=S(=O)(N=C(NS(=O)(=O)c1ccc(Cl)cc1)c1ccccc1)c1ccc(Cl)cc1	2	-16	2.2	1	-25	-1	0	1
COc1ccc(C(=O)NNC(=O)CSc2nnc(-c3cccnc3)o2)cc1	13	1	2.0	1	11	0	4	-17
CCCn1c(=O)c2c(ncn2C)n(CCC)c1=O	2	5	1.0	1.1	-8	-1	-3	6
CN(C)CCCNc1oc(-c2ccc(Cl)cc2)nc1S(=O)(=O)c1ccccc1	-60	1	-0.1	1	-16	-1	0	2
CCOC(=O)c1ccc(NC(=O)c2ccc(NC(=O)C3CCCO3)cc2)cc1 (stereo not given)	11	-5	0.4	0.95	5	0	-8	-22
Nc1ccn([C@@H]2O[C@H](CNCc3ccc(N4CCNCC4)cc3)[C@@H](O)[C@H]2O)c(=O)n1	8	.	-0.7	.	7	2	.	.
COc1cc(CNc2ncn[nH]2)ccc1OCc1cccc(C)c1	20	-1	1.1	1.5	6	4	-1	-7
Cc1cc(OC(F)F)ccc1NC(=S)NCCc1ccccc1	2	0	2.1	1	4	0	0	0
Cc1ccc(-c2csc3nc(SCC(=O)Nc4ccc(Cl)c(C(=O)O)c4)[nH]c(=O)c23)cc1	24	78*	0.2	1.1	-16	-8	-7	-8
Cc1ccc(NC(=O)COC(=O)Cn2ccc(C(F)(F)F)n2)cc1Cl	8	-4	1.0	1.1	-1	1	-4	-1
CC(C)Oc1ccc(C(=O)NCC(=O)N2CCN(S(=O)(=O)/C=C/c3ccccc3)CC2)cc1	14	-13	0.0	0.93	-3	-1	-3	1
COc1ccc(-c2csc3ncnc(N4CCN(C(=O)c5ccco5)CC4)c23)cc1	0	13	-2.2	1.1	9	-10	1	10
CCc1cccc(NC(=O)C2CCCN2C(=O)Nc2ccc(C)cc2)c1 (stereo not given)	9	-2	0.9	0.98	-2	0	-1	-23
c1coc(CSSCc2ccco2)c1	-38	-4	-0.6	1	35	-34	1	-17
CC(=NO)C1CCC2C3CCC4=CC(=NO)CCC4(C)C3C(O)CC12C (stereo not given)	10	7	0.8	.	4	1	0	.
COc1ccc2c(CC(=O)N3CCN(S(=O)(=O)c4cccs4)CC3)coc2c1	-3	-3	0.3	0.91	-8	-5	-3	-17
CCOCCCNC(=O)C1(O)c2ccccc2NC(=O)N1c1ccc(Cl)c(Cl)c1 (stereo not given)	16	-2	0.2	0.95	4	0	1	-25
C[C@H]1CN([C@@H](C)CO)C(=O)CCCn2nncc2CO[C@@H]1CN(C)C(=O)c1ccc(N2CCN(C)CC2)cc1	50*	.	1.0	.	8	4	.	.

The closing four entries of the part above open the next one.
SMILES	SENP8 inh	ATG4B inhibitor	MPTP inh	hIAP act	PfGluPho inh	SENP1 inh	NR3A LBD binder	SENP6 block
CC(=NO)C1CCC2C3CCC4=CC(=NO)CCC4(C)C3C(O)CC12C (stereo not given)	10	7	0.8	.	4	1	0	.
COc1ccc2c(CC(=O)N3CCN(S(=O)(=O)c4cccs4)CC3)coc2c1	-3	-3	0.3	0.91	-8	-5	-3	-17
CCOCCCNC(=O)C1(O)c2ccccc2NC(=O)N1c1ccc(Cl)c(Cl)c1 (stereo not given)	16	-2	0.2	0.95	4	0	1	-25
C[C@H]1CN([C@@H](C)CO)C(=O)CCCn2nncc2CO[C@@H]1CN(C)C(=O)c1ccc(N2CCN(C)CC2)cc1	50*	.	1.0	.	8	4	.	.
Cc1ccc(S(=O)(=O)NC(=O)c2cccc(N(C)C)c2)cc1	i	-3	-0.3	0.98	-4	2	0	0
CNC(=O)C1=C(C)NC(=S)NC1c1cccs1 (stereo not given)	10	-1	-0.9	0.93	3	-1	0	-15
CC(C)OCP(=O)(c1ccccc1)c1ccccc1	3	-3	-3.2	0.97	-14	1	-6	-7
COc1ccc(CC(=O)Nc2cccc(C(C)=O)c2)cc1S(=O)(=O)N1CCOCC1	-8	-2	-0.5	1	-2	0	-2	-2
Fc1c(F)c(F)c(NC2=NCCCCC2)c(F)c1F	8	7	-1.7	0.92	-8	-2	-1	-8
COc1ccccc1C(=O)Nc1ccc(CN2CCCCC2)cc1	27	-6	14	0.97	8	-1	1	-9
O=C(CN1CCCCC1)Nc1c2c(nc3ccccc13)N(c1ccccc1)CC2	-388	1	2.7	1.1	-5	-27	1	5
CC(C)C(OC(=O)C1=Cc2ccccc2OC1)C(=O)NC1CCCC1 (stereo not given)	-43	-1	5.1	0.88	7	0	-1	-10
Cc1cc2c(c(=O)n1CC1CCCO1)C(c1ccco1)C(C#N)=C(N)O2 (stereo not given)	-306	-4	0.9	0.92	10	-55	-2	11
COC(=O)C(C)n1cnc2c(nnn2-c2ccc(C)cc2)c1=O (stereo not given)	27	-5	0.0	0.72	3	-2	-1	-12
O=C(Nc1cccc(S(=O)(=O)N2CCCC2)c1)c1cc(=O)[nH]c2ccccc12	-104	3	0.8	0.77	-9	-1	0	7
Cc1c(C(=O)O)sc2[nH]c(=O)n(Cc3ccccc3)c(=O)c12	-39	4	-1.5	1.1	-16	1	-4	-8
CN1CC[C@]23c4ccccc4N[C@H]1[C@]21CCN(C)[C@H]3Nc2ccccc21	2	2	-0.2	0.78	-3	1	-1	-10
CC(CN1C(C)CCCC1C)OC(=O)c1ccccc1F (stereo not given)	17	0	0.8	0.92	-13	1	0	-5
Cc1ccc(C2=C(O)C(=O)C(c3ccc(C)cc3)=C(O)C2=O)cc1	-2	-7	56*	.	-22	-1	-5	.
CC1(C)N=C(c2ccc(Cl)cc2Cl)C(=O)N1	5	-2	1.0	0.97	-7	4	1	1
COc1ccccc1OCCNc1ccc(S(=O)(=O)N2CCCC2)cn1	4	-8	-2.1	0.78	7	1	1	-9
CC(=O)Nc1ccc2c(c1)CCCC2	11	-5	1.4	1	-12	-3	1	4
CC(=O)c1ccc(NC(=O)C(C)n2c3ccccc3c3nc(=O)cc(C)n32)cc1 (stereo not given)	1	-4	1.8	1.1	-6	0	0	-20
Cc1cc(NC(=O)c2ccc([N+](=O)[O-])o2)ccc1NC(=O)c1ccco1	23	-6	0.8	.	25	1	-3	.
O=C(COc1ccccc1)Nc1ccc([N+](=O)[O-])cc1	8	-1	3.5	0.96	1	0	-2	7
O=C(COC(=O)Cn1cnc2ccccc2c1=O)Nc1ccccc1OC(F)F	5	2	-0.4	1.1	-10	5	2	-27
COC(C[C@H]1O[C@@H]1[C@H](O)[C@H](C)OCc1ccccc1)OC	18	-4	-0.1	0.97	-2	-1	-1	9
COc1ccc(CC(=O)Nc2cc(S(=O)(=O)N3CCCCC3)ccc2C)cc1OC	13	-10	48	0.96	-16	0	2	-7
CSc1ccc(C(=O)C2CCCN(Cc3cccn3-c3cccnc3)C2)cc1 (stereo not given)	3	11	3.6	0.99	26	-1	-1	-14

Given with two lines to a compound: entries from further up.
Results follow in this order: SENP8 inh	ATG4B inhibitor	MPTP inh	hIAP act	PfGluPho inh	SENP1 inh	NR3A LBD binder	SENP6 block
> CC(=O)c1ccc(NC(=O)C(C)n2c3ccccc3c3nc(=O)cc(C)n32)cc1 (stereo not given)
    1	-4	1.8	1.1	-6	0	0	-20
> Cc1cc(NC(=O)c2ccc([N+](=O)[O-])o2)ccc1NC(=O)c1ccco1
    23	-6	0.8	.	25	1	-3	.
> O=C(COc1ccccc1)Nc1ccc([N+](=O)[O-])cc1
    8	-1	3.5	0.96	1	0	-2	7
> O=C(COC(=O)Cn1cnc2ccccc2c1=O)Nc1ccccc1OC(F)F
    5	2	-0.4	1.1	-10	5	2	-27
> COC(C[C@H]1O[C@@H]1[C@H](O)[C@H](C)OCc1ccccc1)OC
    18	-4	-0.1	0.97	-2	-1	-1	9
> COc1ccc(CC(=O)Nc2cc(S(=O)(=O)N3CCCCC3)ccc2C)cc1OC
    13	-10	48	0.96	-16	0	2	-7
> CSc1ccc(C(=O)C2CCCN(Cc3cccn3-c3cccnc3)C2)cc1 (stereo not given)
    3	11	3.6	0.99	26	-1	-1	-14

The results go on.
SMILES	SENP8 inh	ATG4B inhibitor	MPTP inh	hIAP act	PfGluPho inh	SENP1 inh	NR3A LBD binder	SENP6 block
O=C(CN1CCCCC1)N=Nc1c(O)[nH]c2ccccc12	13	4	0.5	1.2	9	3	-2	8
Cc1noc(/C=C/N(C)C)c1S(=O)(=O)N1CCC(C(=O)NC(C)(C)C)CC1	5	5	-0.9	1	-6	1	3	-5
O=C(NCCOc1ccccc1)c1cncc(Br)c1	8	5	0.4	0.84	-16	2	0	5
COCCn1c(N)c(Sc2ccc(C)cc2)c(=O)[nH]c1=O	2	0	-2.4	1	12	1	-1	-11
CSc1ccc(CN2CCSCC2)cc1	19	-5	2.6	0.81	6	1	-2	11
CC(=O)Nc1c(C)cc(S(C)(=O)=O)cc1C	17	2	0.1	1	-8	1	-4	-4
O=C1CCN(c2ccccc2)N1	10	-1	-0.5	.	119*	1	-2	.
C=CCn1c(SCN2C(=O)c3ccccc3C2=O)nc2ccc(Cl)cc2c1=O	18	6	90*	0.92	-12	4	-3	-20
COC(=O)CN1C(=O)COc2ccc(Cl)cc21	4	3	-2.4	0.95	1	-4	0	-1
Cc1c(C(=O)NCCSCc2ccc(F)cc2)cnn1-c1ccc(Cl)cc1	17	3	5.6	1	28	0	-6	3
Fc1ccc(Cn2nnc3ccccc32)cc1	12	-3	-0.3	1	-8	1	2	11
O=C(O)C1CCCCC1C(=O)Nc1cccc(Br)c1 (stereo not given)	21	0	-0.5	0.92	-3	1	-4	4
Cc1ccc(C)c(C(=O)CSc2nc(C)cc(=O)[nH]2)c1	2	3	0.7	0.9	2	0	-2	-5
Cc1ccc(NC(=O)/C(C#N)=N/Nc2ccc(C(=O)O)cc2)c(C)c1	36	1	0.8	1.1	-19	3	2	16

2 entries drawn at random from those above:
SMILES	SENP8 inh	ATG4B inhibitor	MPTP inh	hIAP act	PfGluPho inh	SENP1 inh	NR3A LBD binder	SENP6 block
Cc1c(C(=O)NCCSCc2ccc(F)cc2)cnn1-c1ccc(Cl)cc1	17	3	5.6	1	28	0	-6	3
O=C1CCN(c2ccccc2)N1	10	-1	-0.5	.	119*	1	-2	.

Bioassay records from PubChem BioAssay.
